DRD3 agonist: agonists of human D3 dopamine receptor. max activation, %. AID 652048. 410,000 compounds, 0.58% hits. D3R DiscoveRx beta-arrestin cells, luminescence, 90 min. P35462; in the data active = max activation above about 30%; note: 0% is about no effect; mostly tested at two doses, the higher about 12 µM
Target sequence (P35462 whole entry, looked up): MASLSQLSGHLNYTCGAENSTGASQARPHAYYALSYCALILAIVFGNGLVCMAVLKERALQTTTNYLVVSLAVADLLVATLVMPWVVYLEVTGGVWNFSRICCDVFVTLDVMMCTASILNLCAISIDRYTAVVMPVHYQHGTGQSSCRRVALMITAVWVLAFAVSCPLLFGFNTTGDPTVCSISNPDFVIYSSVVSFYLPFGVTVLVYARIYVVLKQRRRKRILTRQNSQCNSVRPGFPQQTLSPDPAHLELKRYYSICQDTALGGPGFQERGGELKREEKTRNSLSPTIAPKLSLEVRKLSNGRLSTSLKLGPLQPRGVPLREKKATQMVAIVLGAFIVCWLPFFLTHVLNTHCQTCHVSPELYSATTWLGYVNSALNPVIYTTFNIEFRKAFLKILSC
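Agonist mode: compounds and dopamine controls were applied to plated cells for 90 min at 37 degrees C after an overnight attachment at 1500 cells/well. Luminescent read-out followed 30 - 60 minutes at room temperature with DiscoveRx detection reagent.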
HEK293 tox: cytotoxicity counter-screen for GLP-1 receptor inverse agonists; HEK293 cAMP-luciferase reporter cells, luminescence, 24 h; Potency, µM (titrated, usually from 38.3 µM), for the others: at the highest dose activity change, negative = inhibition, actives largely listed as inhibitors; 410,000 compounds, 0.13% hits; AID 624418;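 note: loss of luciferase light is scored as toxicity; potency is the fitted concentration of half-maximal effect; % is set by controls: 0 for no effect and ±100 for the full control effect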
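Seeding density was 200 cells/uL; after overnight-length (12 h) culture, 23 nL compounds went on for 24 h at 37 °C. Readout used a luciferase detection reagent, luminescence taken after 12 min at room temperature.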
HT1080 IDH1KD tx: toxicity to HT-1080 IDH1 knockdown cells (counter line). HT-1080 IDH1 knockdown viability, ATP luminescence, 48 h. Potency, µM (highest dose often 46.1 µM), inactives show at the highest dose activity, negative = toxicity, actives largely listed as cytotoxic. 360,000 compounds, 2% hits;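 note: potency is the fitted concentration of half-maximal effect; 0% = DMSO wells and -100% = cell-free medium wells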
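% activity derives from luminescence (CellTiter-Glo), normalised to DMSO and no-cell wells. HT-1080-IDH1KD cells, 750/well, had 48 h compound exposure at 37 °C.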
SW480 rereplic: inducers of DNA re-replication in SW480 colon cancer cells. 340,000 compounds, 1.8% hits. Potency, µM (doses to about 46.1 µM), for inactives: at the top dose re-replication activation, most hits filed as activators. SW480 DNA re-replication, Hoechst DNA content imaging, 48 h; note: potency is the fitted concentration of half-maximal effect; % of control where 0% means no effect; nearly all actives have a fitted effect of over 55% in size
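Per well, 250 cells were exposed to pinned compound for 48 hr. Nuclear DNA was visualised with Hoechst (40 min, 37 C) and total object intensity recorded by fluorescence scanning.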
MCF10A rerep: induces DNA re-replication in MCF 10a normal breast cells; MCF 10A DNA re-replication, Hoechst nuclear intensity, 48 h; Potency, µM (series often up to 46.1 µM), for inactives: at the top dose activity, positive = re-replication, most hits filed as activators; 350,000 compounds, 2.9% hits; AID 624296; note: potency is the fitted concentration of half-maximal effect; % of control where 0% means no effect; nearly all actives have a fitted effect of over 50% in size
KB-V1 MDR tox: kills drug-selected multidrug resistant KB-V1 cells. KB-V1 MDR cells viability, CellTiter-Glo, 72 h. Potency, µM (series often up to 46.1 µM), without a hit: top-dose activity change, negative = cytotoxicity, actives largely listed as cytotoxic. 400,000 compounds, 3.4% hits; note: potency is the fitted concentration of half-maximal effect; % is set by controls: 0 for no effect and ±100 for the full control effect; nearly all actives have a fitted effect of over 60% in size
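KB-V1, DMEM (no phenol red) + 10% FBS; cpd pin-transferred, titration series; 72 h, 37 degrees C; CellTiter-Glo, luminescence. Data normalized, curve-fit.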
IL-1B inflam inh: inflammasome signaling inhibition, IL-1 beta readout; THP-1 LPS/ATP IL-1B secretion, AlphaLISA, 16 h; active compounds read low; activity change, % at 57.5 µM; 360,000 compounds, 4.7% hits; in the data active = activity change below about -50%; inconclusive = mostly about -30% to -49%; note: % is set by controls: 0 for no effect and ±100 for the full control effect
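THP-1 cells pretreated 1 hr with compounds (up to 57.5 uM final), then stimulated with LPS (250 ng/mL final) plus ATP (1.25 mM final); secreted IL-1B measured by AlphaLISA after 16 hr, decreased signal indicating inhibition.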
HT1080NT lethal: kills 2HG-producing HT-1080-NT fibrosarcoma cells. HT-1080-NT fibrosarcoma viability, CellTiter-Glo ATP luminescence, 48 h. Potency, µM (series often up to 46.1 µM), without a hit: top-dose activity, negative = less viability, actives largely listed as cytotoxic. 360,000 compounds, 1.6% hits. AID 686970;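 note: NT is the 2HG producing partner of a matched IDH1 knockdown line; potency is the fitted concentration of half-maximal effect; 0% = DMSO-treated cells and -100% = media-only wells without cells; nearly all actives have a fitted effect of over 55% in size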
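Fibrosarcoma NT cells, 750 per well in 5% FBS RPMI, were exposed to compound for 48 hours. Viability: CellTiter-Glo luminescence.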
KB-3-1 cytotox: kills parental KB-3-1 adenocarcinoma cells; Potency, µM (series often up to 46.1 µM), for the others: at the highest dose activity change, negative = cytotoxic, actives largely listed as cytotoxic; KB-3-1 viability, CellTiter-Glo ATP luminescence, 72 h; 400,000 compounds, 1.4% hits; note: potency is the fitted concentration of half-maximal effect; % is set by controls: 0 for no effect and ±100 for the full control effect; nearly all actives have a fitted effect of over 60% in size
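Parental KB-3-1 viability, qHTS format: 72 h compound exposure, 37 °C; CellTiter-Glo; media-only wells and DMSO plates as controls; concentration-effect fits on corrected data.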
Active calls of the source: *; & = joins results of further samples; [ ] = dose if it differs, or a comment. Unless noted, calls come from the whole dose curve; as a rule, active = well fitted curve in the direction sought with a large enough effect; inconclusive = small, poorly fitted or top-dose-only effect, or another doubt; inactive = no such curve, though single readings can be large; an effect the other way counts as inactive or inconclusive.

What do the screens show for `Cc1cccc(C)c1C(O)c1ncc(-c2ccc(Cl)cc2)[nH]1` (stereo not drawn)?
DRD3 agonist: 2; HEK293 tox: 3%; HT1080 IDH1KD tx: -17%; KB-V1 MDR tox: 3%; IL-1B inflam inh: inconclusive; HT1080NT lethal: -8%; KB-3-1 cytotox: 0%

What do the screens show for `C=CCn1c(C(C)NC(=O)c2ccccc2)n[nH]c1=S` (stereo not drawn)?
DRD3 agonist: 1; HEK293 tox: 4%; HT1080 IDH1KD tx: 16%[9.24 µM]; SW480 rereplic: -4%; MCF10A rerep: 4%; KB-V1 MDR tox: 5%; IL-1B inflam inh: 3; HT1080NT lethal: inconclusive; KB-3-1 cytotox: -7%

How did Cc1cccc(NC(=O)CN2CCN(C(=O)c3c(C)nn(Cc4ccccc4)c3C)CC2)c1C do in these assays?
DRD3 agonist: -2; HEK293 tox: 3%; HT1080 IDH1KD tx: 8%; SW480 rereplic: 5%; MCF10A rerep: 10%; KB-V1 MDR tox: -7%; IL-1B inflam inh: 8; HT1080NT lethal: 0%; KB-3-1 cytotox: 4%

What do the screens show for `CN(CCOc1ccc(Cl)cc1)C(=O)C1=CC=CN2CCS(=O)(=O)N=C12`?
DRD3 agonist: -9; HEK293 tox: 3%; HT1080 IDH1KD tx: 5%; SW480 rereplic: -7%; MCF10A rerep: 4%; KB-V1 MDR tox: 0%; IL-1B inflam inh: 6; HT1080NT lethal: 12%; KB-3-1 cytotox: 1%

How did C=CCOc1c(CNc2ccc(S(N)(=O)=O)cc2)cccc1OC do in these assays?
DRD3 agonist: -3; HEK293 tox: -8%; HT1080 IDH1KD tx: -10%; SW480 rereplic: -18%; MCF10A rerep: -10%; KB-V1 MDR tox: 13%; IL-1B inflam inh: inconclusive; HT1080NT lethal: -10%; KB-3-1 cytotox: -4%

How did CCCCC12CN3CC(C)(CN(C1)C3c1ccc(O)c(OC)c1)C2=O (stereo not drawn) do in these assays?
DRD3 agonist: 5; HEK293 tox: 0%; KB-V1 MDR tox: -2%; KB-3-1 cytotox: 0%

What do the screens show for `CCCC(=O)NC1CCc2cc(OC)c(OC)c(OC)c2-c2ccc(OC)c(=O)cc21` (stereo not drawn)?
DRD3 agonist: -7; HEK293 tox: 3%; HT1080 IDH1KD tx: inconclusive; SW480 rereplic: 0.0046µM*; MCF10A rerep: inconclusive; KB-V1 MDR tox: 2.9µM*; IL-1B inflam inh: 62; HT1080NT lethal: inconclusive; KB-3-1 cytotox: 0.13µM*

How did Cc1ccc(NC(=O)/C(C#N)=C/c2ccsc2)c(C)c1 do in these assays?
DRD3 agonist: 9; HEK293 tox: 4%; HT1080 IDH1KD tx: 19%; SW480 rereplic: 0%; MCF10A rerep: inconclusive; KB-V1 MDR tox: -27%; IL-1B inflam inh: -9; HT1080NT lethal: 12%; KB-3-1 cytotox: 14%

Results for CCOC(=O)C1CCN(S(=O)(=O)c2cc(-c3cc(C)no3)ccc2C)CC1 ?
DRD3 agonist: 6; HEK293 tox: 1%; KB-V1 MDR tox: 5%; KB-3-1 cytotox: -12%

Results for Cc1cccc(NC(=O)C2CCC(CNC(=O)[C@@H]3Cc4ccccc4CN3)CC2)c1 (stereo partly drawn) ?
DRD3 agonist: -14; HEK293 tox: -6%; HT1080 IDH1KD tx: -14%; SW480 rereplic: 21%; MCF10A rerep: 3%; KB-V1 MDR tox: 3%; IL-1B inflam inh: -23; HT1080NT lethal: -24%; KB-3-1 cytotox: -6%

Results for O=C(O)c1ccc(N=C2c3ccccc3-c3ccccc32)cc1 ?
DRD3 agonist: 5; HEK293 tox: -4%; HT1080 IDH1KD tx: 23%; SW480 rereplic: 2%; MCF10A rerep: 8%; KB-V1 MDR tox: 11%; IL-1B inflam inh: -4; HT1080NT lethal: 17%; KB-3-1 cytotox: 2%

What do the screens show for `O=C(NNS(=O)(=O)c1cc(Cl)cc(Cl)c1)c1sccc1-n1cccc1`?
DRD3 agonist: 4; HEK293 tox: 1%; HT1080 IDH1KD tx: 9%; SW480 rereplic: -1%; MCF10A rerep: 12%; KB-V1 MDR tox: 2%; IL-1B inflam inh: 27; HT1080NT lethal: 0%; KB-3-1 cytotox: 5%

How did COCCCNC(=O)COc1ccc2oc3c(c2c1)CCCC3 do in these assays?
DRD3 agonist: 10; HEK293 tox: 0%; HT1080 IDH1KD tx: -3%; SW480 rereplic: -7%; MCF10A rerep: 3%; KB-V1 MDR tox: inconclusive; IL-1B inflam inh: -4; HT1080NT lethal: -9%; KB-3-1 cytotox: -1%

How did COc1cc(OC)cc(C(=O)N[C@H](C(=O)OCC(=O)c2ccc3c(c2)NC(=O)CO3)C(C)C)c1 do in these assays?
DRD3 agonist: -4; HEK293 tox: -20%; HT1080 IDH1KD tx: -6%; SW480 rereplic: -5%; MCF10A rerep: 0%; KB-V1 MDR tox: -16%; IL-1B inflam inh: 2; HT1080NT lethal: -6%; KB-3-1 cytotox: 10%

What do the screens show for `CN(C)C(=O)c1cc(C(=O)c2ccc(F)cc2F)c[nH]1`?
DRD3 agonist: 9; HEK293 tox: -15%; HT1080 IDH1KD tx: 3%; SW480 rereplic: 3%; MCF10A rerep: 2%; KB-V1 MDR tox: 3%; IL-1B inflam inh: -7; HT1080NT lethal: 23%; KB-3-1 cytotox: 1%

What do the screens show for `CNCCC(Oc1ccccc1OC)c1ccccc1` (stereo not drawn)?
DRD3 agonist: -16&-4; HEK293 tox: 12%; HT1080 IDH1KD tx: -4%; SW480 rereplic: 11%&-2%; MCF10A rerep: -3%&2%; KB-V1 MDR tox: -11%; IL-1B inflam inh: -13; HT1080NT lethal: -1%; KB-3-1 cytotox: 0%

How did COc1cccc(OCC(Cn2cnc3ccccc32)OC(C)=O)c1 (stereo not drawn) do in these assays?
DRD3 agonist: 2; HEK293 tox: 1%; HT1080 IDH1KD tx: 5%; SW480 rereplic: 1%; MCF10A rerep: 0%; KB-V1 MDR tox: 16µM*; IL-1B inflam inh: 22; HT1080NT lethal: 7%; KB-3-1 cytotox: -20%

Results for COc1ccc(CCn2c(=N)c(C(=O)NC3CCCC3)cc3c(=O)n4cccc(C)c4nc32)cc1 ?
DRD3 agonist: -5; HEK293 tox: 17%; HT1080 IDH1KD tx: -7%; SW480 rereplic: inconclusive; MCF10A rerep: 248%; KB-V1 MDR tox: inconclusive; IL-1B inflam inh: 5; HT1080NT lethal: -4%; KB-3-1 cytotox: inconclusive

Results for CC(=O)NS(=O)(=O)c1ccc(NC(=O)c2cccc(S(=O)(=O)N3CCc4ccccc43)c2)cc1 ?
DRD3 agonist: -7; HEK293 tox: -3%[0.307 µM]; HT1080 IDH1KD tx: 9%; SW480 rereplic: -5%; MCF10A rerep: -1%; KB-V1 MDR tox: 0%; IL-1B inflam inh: 9; HT1080NT lethal: 9%; KB-3-1 cytotox: -8%

Results for CCOC(=O)CCN1C(=O)c2ccccc2Sc2ncccc21 ?
DRD3 agonist: -9; HEK293 tox: 7%; HT1080 IDH1KD tx: 13%; SW480 rereplic: -5%; MCF10A rerep: -6%; KB-V1 MDR tox: 7%; IL-1B inflam inh: 13; HT1080NT lethal: 13%; KB-3-1 cytotox: 4%

Next part; it opens with the two that closed the last part.
Results for CC(=O)NS(=O)(=O)c1ccc(NC(=O)c2cccc(S(=O)(=O)N3CCc4ccccc43)c2)cc1 ?
DRD3 agonist: -7; HEK293 tox: -3%[0.307 µM]; HT1080 IDH1KD tx: 9%; SW480 rereplic: -5%; MCF10A rerep: -1%; KB-V1 MDR tox: 0%; IL-1B inflam inh: 9; HT1080NT lethal: 9%; KB-3-1 cytotox: -8%

Results for CCOC(=O)CCN1C(=O)c2ccccc2Sc2ncccc21 ?
DRD3 agonist: -9; HEK293 tox: 7%; HT1080 IDH1KD tx: 13%; SW480 rereplic: -5%; MCF10A rerep: -6%; KB-V1 MDR tox: 7%; IL-1B inflam inh: 13; HT1080NT lethal: 13%; KB-3-1 cytotox: 4%

Results for Cc1cccc(NC(=S)NC(=O)c2oc3ccccc3c2C)n1 ?
DRD3 agonist: 3; HEK293 tox: -2%; HT1080 IDH1KD tx: 11%; SW480 rereplic: -10%; MCF10A rerep: 18%; KB-V1 MDR tox: -1%; IL-1B inflam inh: 21; HT1080NT lethal: 14%; KB-3-1 cytotox: -29%

Results for CC(C)CCNC(=O)CCS(=O)(=O)c1cccc2nonc12 ?
DRD3 agonist: 16; HEK293 tox: -12%; HT1080 IDH1KD tx: 12%; SW480 rereplic: 4%; MCF10A rerep: -3%; KB-V1 MDR tox: 10%; IL-1B inflam inh: -6; HT1080NT lethal: 1%; KB-3-1 cytotox: -1%

How did Oc1ccc(-c2onc3ccc(Cl)cc23)cc1 do in these assays?
DRD3 agonist: 0; HT1080 IDH1KD tx: -10%; SW480 rereplic: 2%; MCF10A rerep: inconclusive; KB-V1 MDR tox: 4%; IL-1B inflam inh: -2; HT1080NT lethal: -7%; KB-3-1 cytotox: -5%

How did COc1ccc(C(=O)Nc2ccc(SC(F)F)cc2)cc1 do in these assays?
DRD3 agonist: -1; HEK293 tox: 14%; HT1080 IDH1KD tx: 2%; SW480 rereplic: -8%; MCF10A rerep: 7%; KB-V1 MDR tox: inconclusive; IL-1B inflam inh: 31; HT1080NT lethal: 9%; KB-3-1 cytotox: -11%

Results for COC(=O)[C@H](Cc1c[nH]c2ccccc12)NC(=O)Nc1ccccc1OC ?
DRD3 agonist: 19; HEK293 tox: -1%; HT1080 IDH1KD tx: -4%; SW480 rereplic: 3%; MCF10A rerep: -2%; KB-V1 MDR tox: 14%; IL-1B inflam inh: -1; HT1080NT lethal: -3%; KB-3-1 cytotox: 19%

How did COc1ccc(OC)c(NC(=O)CS(=O)(=O)Cc2nc(-c3ccccc3C)oc2C)c1 do in these assays?
DRD3 agonist: 2; HEK293 tox: -2%; HT1080 IDH1KD tx: 0%; SW480 rereplic: -6%; MCF10A rerep: 3%; KB-V1 MDR tox: 13%; IL-1B inflam inh: -18; HT1080NT lethal: 0%; KB-3-1 cytotox: 13%

Screens (PubChem BioAssay)
